Bioassay records as filed in PubChem.
APE1 inh – qHTS Assay for Inhibitors of the Human Apurinic/apyrimidinic Endonuclease 1 (APE1); DNA repair nuclease/redox regulator APEX1 (Homo sapiens), P27695; recombinant APE1, TAMRA/BHQ-2 abasic DNA cleavage fluorescence; Potency, µM (highest dose often 65.8 µM), for inactives: at the highest dose activity change, negative = inhibition, hits mostly inhibitors; 350,000 compounds, 0.35% hits; AID 2517, 2012;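 note: potency is the fitted concentration of half-maximal effect; plate controls were vehicle for no effect and reference inhibitor for full effect; nearly all actives have a fitted effect of over 55% in size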
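Measures dequenching upon AP-site incision of a 5'-TAMRA/3'-BHQ-2 THF-containing duplex, 50 nM; human APE1 0.75 nM after 15 min room-temperature exposure to compound; kinetic three-point read at one-minute spacing.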
Pol beta inh – qHTS Assay for Inhibitors of DNA Polymerase Beta. Pol beta primer extension/strand displacement, fluorescence kinetic. 340,000 compounds, 1.3% hits. AID 485314, 2010. Potency, µM (highest dose often 114 µM), inactives show top-dose activity change, negative = inhibition, usual class: inhibitors; note: potency is the fitted concentration of half-maximal effect; % is set by controls: 0 for no effect and ±100 for the full control effect
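Preincubation: enzyme (10 nM) with compound, 15 min, RT. Reaction: substrate added to 50 nM final. Reads: 0 and 10 min. Analysis: normalized, Hill fit.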
POLH inh – qHTS for Inhibitors of Polymerase Eta. recombinant Pol eta, fluorescent DNA replication assay. DNA polymerase eta (Homo sapiens), Q9Y253. AID 588591, 2011. 390,000 compounds, 1.2% hits. Potency, µM (highest dose often 114 µM), for inactives: at the highest dose activity change, negative = inhibition, actives largely listed as inhibitors; note: potency is the fitted concentration of half-maximal effect; % is set by controls: 0 for no effect and ±100 for the full control effect
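Fluorescent replication assay: 50 nM final substrate added after a 15 min room-temperature compound preincubation with 10 nM enzyme. Signal taken at 0 min and again at 10 min.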
POLK inh – qHTS for Inhibitors of Polymerase Kappa. DNA polymerase kappa (Homo sapiens), Q9UBT6. purified Pol kappa, fluorescent DNA synthesis assay, 10 min. Potency, µM (highest dose often 107 µM), without a hit: at the top dose activity, negative = inhibition, usual class: inhibitors. 400,000 compounds, 0.53% hits. AID 588579, 2011; note: potency is the fitted concentration of half-maximal effect; % is set by controls: 0 for no effect and ±100 for the full control effect
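Activity was followed as the change in fluorescence between reads at 0 and 10 min after starting the reaction with 50 nM substrate. Beforehand, 10 nM polymerase had been preincubated with compound for 15 min at room temperature.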
Apoferritin bind – qHTS Assay for Identification of Novel General Anesthetics | Ferritin light chain (Equus caballus), P02791 | apoferritin/1-aminoanthracene competitive binding, fluorescence | Potency, µM (highest dose often 77.5 µM), for the others: at the top dose activity change, negative = displacement, most hits filed as inhibitors | 350,000 compounds, 0.074% hits; note: potency is the fitted concentration of half-maximal effect; % is set by controls: 0 for no effect and ±100 for the full control effect; nearly all actives have a fitted effect of over 20% in size
Target sequence (P02791 2-175 limits assumed): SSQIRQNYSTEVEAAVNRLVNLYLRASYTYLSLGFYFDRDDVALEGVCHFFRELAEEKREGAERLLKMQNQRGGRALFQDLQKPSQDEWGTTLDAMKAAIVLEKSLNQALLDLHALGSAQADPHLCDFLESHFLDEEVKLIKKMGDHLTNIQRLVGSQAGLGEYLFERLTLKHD
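10 uM apoferritin + 50% sat. 1-AMA, PBS; cpd 10 min RT; Ex380/Em535 endpoint; normalized to free probe vs complex; 4-param Hill fit; propofol titration as pos. ctrl.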
RXFP1 antag – qHTS Assay for Antagonists of the Relaxin Receptor RXFP1. 350,000 compounds, 0.59% hits. activity change, negative = inhibition, % at 57.5 µM. AID 1259400, 2018. HEK293-RXFP1, relaxin-stimulated cAMP HTRF, 30 min; stronger effect = lower value;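 active = activity change of -60% or lower, but not beyond a set lower limit; inconclusive = change between -60% and -40%, or beyond the set limit; inactive = change above -40%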; note: % is set by controls: 0 for no effect and ±100 for the full control effect
Tb PGK inh – qHTS Assay to Find Inhibitors of Phosphoglycerate Kinase; Phosphoglycerate kinase, glycosomal (Trypanosoma brucei brucei), P07378; PGK/GAPDH coupled, Kinase-Glo luminescence, 60 min; Potency, µM (highest dose often 57.5 µM), without a hit: at the highest dose activity change, negative = inhibition, hits mostly inhibitors; 380,000 compounds, 0.043% hits; note: potency is the fitted concentration of half-maximal effect; % is set by controls: 0 for no effect and ±100 for the full control effect; nearly all actives have a fitted effect of over 60% in size
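Recombinant glycosomal PGK reaction used 1,3-bisphosphoglycerate generated in-well by GAPDH (100nM final) in 100mM TEA pH 7.6, 5mM MgCl2, 0.01% Tween-20. After 60 minutes at room temperature, ATP was read by Kinase-Glo Plus luminescence end-point.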
Pol iota inh – qHTS for Inhibitors of Polymerase Iota. DNA polymerase iota (Homo sapiens), Q9UNA4. Pol iota fluorescent replication assay, 10 min. Potency, µM (top dose mostly 115 µM), without a hit: top-dose activity, negative = inhibition, usual class: inhibitors. 390,000 compounds, 1% hits. AID 588590, 2011; note: potency is the fitted concentration of half-maximal effect
Target sequence (Q9UNA4 whole entry, looked up): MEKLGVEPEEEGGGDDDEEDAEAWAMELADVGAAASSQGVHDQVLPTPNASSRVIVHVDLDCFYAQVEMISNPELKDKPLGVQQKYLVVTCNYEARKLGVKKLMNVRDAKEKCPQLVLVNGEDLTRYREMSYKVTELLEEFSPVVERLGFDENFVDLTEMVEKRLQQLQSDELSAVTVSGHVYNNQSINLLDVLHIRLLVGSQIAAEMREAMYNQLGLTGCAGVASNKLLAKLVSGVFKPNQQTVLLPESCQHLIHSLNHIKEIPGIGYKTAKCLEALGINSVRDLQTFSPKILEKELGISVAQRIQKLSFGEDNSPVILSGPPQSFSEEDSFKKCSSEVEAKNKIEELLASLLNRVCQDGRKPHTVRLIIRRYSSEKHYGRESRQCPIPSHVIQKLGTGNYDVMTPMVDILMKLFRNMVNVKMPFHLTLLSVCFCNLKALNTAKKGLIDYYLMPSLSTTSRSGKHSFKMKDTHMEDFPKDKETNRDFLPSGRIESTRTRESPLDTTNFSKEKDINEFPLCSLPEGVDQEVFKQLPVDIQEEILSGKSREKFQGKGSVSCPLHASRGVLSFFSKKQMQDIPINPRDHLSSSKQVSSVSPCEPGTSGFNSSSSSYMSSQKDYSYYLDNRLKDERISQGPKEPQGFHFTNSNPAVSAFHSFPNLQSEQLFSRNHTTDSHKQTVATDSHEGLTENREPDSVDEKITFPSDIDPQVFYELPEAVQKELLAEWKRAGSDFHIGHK
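Pol iota at 10 nM preincubated 15 min with compounds at room temperature; reaction started with fluorescent substrate, 50 nM final. Fluorescence read kinetically at 0 and 10 min; buffer-only wells as negative control.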
BLM inh – qHTS Assay for Inhibitors of Bloom's syndrome helicase (BLM). RecQ-like DNA helicase BLM (Homo sapiens), P54132. recombinant BLM DNA unwinding, fluorescence dequenching. Potency, µM (series often up to 56.1 µM), for inactives: at the highest dose activity change, negative = inhibition, hits mostly inhibitors. 350,000 compounds, 0.2% hits;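 note: potency is the fitted concentration of half-maximal effect; plate controls were vehicle for no effect and no enzyme for full effect; nearly all actives have a fitted effect of over 35% in size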
Active calls of the source: *; i = inactive; ? = inconclusive; . = no result given; & = joins results of further samples; [ ] = remark or other dose. Unless noted, calls come from the whole dose curve; as a rule, active = well fitted curve in the direction sought with a large enough effect; inconclusive = small, poorly fitted or top-dose-only effect, or another doubt; inactive = no such curve, though single readings can be large; an effect the other way counts as inactive or inconclusive. An excerpt; rates above refer to the full screens.

SMILES	APE1 inh	Pol beta inh	POLH inh	POLK inh	Apoferritin bind	RXFP1 antag	Tb PGK inh	Pol iota inh	BLM inh
C[C@H](CO)N1C[C@H](C)[C@H](CN(C)C(=O)Nc2ccc(C(F)(F)F)cc2)Oc2c(NC(=O)c3ccncc3)cccc2C1=O	26%	.	89µM*	15%	.	.	i	?	.
COc1cccc(NC(=S)N2CCC(C(=O)c3ccc(F)cc3)CC2)c1	.	.	-17%	1%	.	-16	6%	21%	.
Cn1c(=O)c2c(nc(N/N=C/c3cccs3)n2Cc2ccc(Br)cc2)n(C)c1=O	-2%	34%	-13%	2%	-7%	0	-8%	-10%	-2%
C[C@H](NC(=O)c1nc[nH]c1C(=O)N1CCNCC1)C(=O)OC(C)(C)C	11%	.	-11%	1%	.	.	10%	?	.
CC(C)NC(=O)CSc1nc2[nH]ncc2c(=O)[nH]1	-1%	-19%	-9%	-9%	2%	2	.	18%	2%
CCOc1ccc(CCNC(=O)Cn2ncc3c([nH]c4ccccc43)c2=O)cc1OCC	.	9%	-10%	-1%	-11%	7	-3%	16%	1%
COc1cccc(CC(=O)OCC(=O)N(C)CC(=O)Nc2ccc(F)cc2)c1	5%	.	-6%	-15%	.	2	1%	5%	.
O=C(c1ccc(NS(=O)(=O)c2ccccc2)cc1)N1CCOCC1	-6%	5%	4%	-4%	6%	4	-1%	46%[activator]	4%
CCOC(=O)C1=C(c2ccccc2)NC(=O)NC1c1cc(OC)c(OC)cc1OC (stereo not drawn)	15%	0%	6%	-8%	-2%	11	8%	3%	-4%
O=C(CSCCO)Nc1ccccc1	20%	54%	-10%	-6%	-5%	-3	-1%	26%	-4%
CCCCCNC(=O)c1ccc2c(=O)n(CC3CCCO3)c(=S)[nH]c2c1 (stereo not drawn)	-1%	8%	-8%	-21%	-1%	-4	-4%	123%[activator]	-12%
Cc1cc(C(=O)Nc2ccc(S(=O)(=O)Nc3onc(C)c3C)cc2)c(C)o1	19%	7%	-16%	?	4%	-4	i	?	2%
CCN(CC(=O)Nc1ccc(NC(C)=O)cc1)C(=O)C1CCCC1	10%	.	-10%	-3%	.	2	-10%	27%	.
CC(OC(=O)c1cc(=O)[nH]c2ccccc12)C(=O)Nc1ccc(Cl)cn1 (stereo not drawn)	25%	.	-9%	-9%	.	-12	-8%	-9%	.
CCOc1ccc(CCN2C(=O)c3cccnc3C2=O)cc1OCC	15%	61%	-10%	0%	-10%	2	-1%	26%	2%
FC(F)(F)c1cccc(NC(=S)N2CCN(c3ccccc3)CC2)c1	3%	31%	-9%	-16%	-10%	27	-6%	4%	-6%
CC1=NN(C(=O)c2ccccc2Cl)C(O)(c2ccccc2)C1 (stereo not drawn)	18%	-2%	-10%	-7%	-11%	15	2%	0%	-2%
CCCCc1cc(=O)oc2cc(C)cc(OCC(=O)N3CCC(C(=O)O)CC3)c12	4%	-1%	-12%	22%	-3%	.	-3%	29%	3%
CN(C)C(=S)SCC(=O)NCc1ccc(F)cc1	-4%	-13%	7%	-3%	-5%	0	3%	58%[activator]	-8%
O=Cc1ccc(-c2ccc(Cl)cc2Cl)[nH]1	-2%	1%	-12%	-18%	-11%	-3	3%	-13%	-4%
CCNc1nc2ccccc2[nH]1	0%	-1%	10%	1%	-6%	-5	5%	5%	3%
CCC(C(=O)n1cccc1C#N)c1ccccc1C (stereo not drawn)	18%	.	-15%	-1%	.	.	-2%	9%	.
COc1cc(C(=O)Oc2ccc3c(c2)OCC3=O)cc(OC)c1OC	-1%	15%	-8%	6%	-21%	-7	1%	-18%	-1%
O=C(Nc1cccc(F)c1)Nc1ccnn1C1CCN(C(=O)c2ccccn2)CC1	5%	?	-27%	-3%	-3%	-8	-2%	18%	-4%
O=CNC(=O)c1ccccc1C(=O)O	17%	5%	6%	-1%	3%	0	-7%	14%	-7%
O=S(=O)(CC(CN1CCOCC1)N1CCOCC1)c1ccccc1 (stereo not drawn)	2%	4%	-5%	0%	-7%	-8	1%	8%	-6%
Cc1ccc(S(=O)(=O)N2CCC(C(=O)Nc3ccccc3N3CCCCC3)CC2)cc1C	10%	.	-28%	0%	.	0	-2%	-1%	.
O=C(C1CCCN(S(=O)(=O)c2ccc(F)cc2)C1)N1CCCCCC1 (stereo not drawn)	-9%	13%	-6%	-14%	-8%	-4	3%	18%	-1%
CC(C)CCNC(=O)CCS(=O)(=O)c1cccc2nonc12	-2%	27%	-7%	5%	-8%	-15	0%	-8%	4%
O=S(=O)(NCCSc1ccccc1)c1ccc(F)cc1	-2%	-2%	-4%	-9%	-2%	7	-7%	-3%	3%
CCOc1ccccc1Nc1nnc(SCC(=O)Nc2nc(-c3ccc(OC)cc3)cs2)s1	2%	-15%	-14%	-1%	-4%	-38	-2%	30%	-2%
CCC(=O)Nc1ccc(C(=O)N2CCN(C(=O)c3ccco3)CC2)cc1	9%	-22%	-1%	0%	-5%	-3	-10%	68%[activator]	-7%
CN(C)CCn1c(=S)[nH]c2ccccc2c1=O	?	5%	-5%	-2%	-3%	-1	5%	14%	1%
Cc1cccc(C2NC(c3cccc(C)c3)C([N+](=O)[O-])C(C)(C)C2[N+](=O)[O-])c1 (stereo not drawn)	-4%	11%	-12%	-9%	?	14	-4%	-6%	-10%
O=C(CCc1ccccc1)N1N=C(c2ccncc2)CC1(O)C(F)(F)F (stereo not drawn)	7%	-14%	-5%	-4%	-5%	-33	-7%	-4%	-4%
O=C(COc1ccc(Cl)cc1)NCc1nnc(SCC(=O)NC2CCCC2)o1	8%	14%	-5%	-15%	-8%	-4	-1%	40%[activator]	0%
C#CCOCCOCCOCCNc1nc(N2CCN(C(=O)[C@H](CCC(=O)O)n3cc(C(N)CC(C)C)nn3)CC2)nc(N2CCN(C(=O)[C@H](Cc3cc4ccccc4[nH]3)n3cc(C(N)CC(C)C)nn3)CC2)n1 (stereo partly drawn)	1%	19%	-14%	3%	-2%	.	-1%	36%	0%
O=C1NC[C@H](CC2CCCCC2)N(CCc2cccc(F)c2)C1=O	0%	.	-6%	-14%	.	.	0%	?	.
COc1cccc(CN(C)CC(=O)Nc2ccccc2C(=O)NC2CC2)c1	-5%	.	-12%	2%	.	4	-4%	1%	.
COc1ccc(Cl)cc1NC(=O)c1nnn(CC(=O)Nc2ccc(C)c(C)c2)c1N	-9%	-2%	-15%	-16%	0%	10	0%	45%[activator]	-6%
COC(=O)C1=C(C)N(c2ccc(Cl)cc2)/C(=C/c2ccc(O)cc2)C1=O	3%	-12%	-5%	-3%	0%	-4	-7%	69%[activator]	3%
O=C(O)c1ccc(-n2nnnc2Oc2cccc3cccnc23)cc1	2%	-7%	-2%	-7%	-10%	8	4%	6%	0%
CCOP(=O)(OCC)C(Nc1cccc([N+](=O)[O-])c1)c1ccc(N(C)C)cc1 (stereo not drawn)	0%	1%	-9%	-27%	-9%	8	3%	7%	-2%
Cc1nc(N)sc1C(=O)N/N=C/c1cccnc1	-2%	?	-7%	-11%	0%	4	-3%	?	-5%
COc1ccccc1CNC(=O)c1c(-c2ccccc2Cl)noc1C	1%	7%	-8%	-3%	3%	-14	6%	14%	-3%

Record cards (already shown). Order of values: APE1 inh, Pol beta inh, POLH inh, POLK inh, Apoferritin bind, RXFP1 antag, Tb PGK inh, Pol iota inh, BLM inh
Record of `CCNc1nc2ccccc2[nH]1` = 0%, -1%, 10%, 1%, -6%, -5, 5%, 5%, 3%
Record of `COc1ccccc1CNC(=O)c1c(-c2ccccc2Cl)noc1C` = 1%, 7%, -8%, -3%, 3%, -14, 6%, 14%, -3%
Record of `CCOC(=O)C1=C(c2ccccc2)NC(=O)NC1c1cc(OC)c(OC)cc1OC` (stereo not drawn) = 15%, 0%, 6%, -8%, -2%, 11, 8%, 3%, -4%
Record of `O=C(CSCCO)Nc1ccccc1` = 20%, 54%, -10%, -6%, -5%, -3, -1%, 26%, -4%

More records:
SMILES	APE1 inh	Pol beta inh	POLH inh	POLK inh	Apoferritin bind	RXFP1 antag	Tb PGK inh	Pol iota inh	BLM inh
O=c1cc(-c2ccccc2)c2ccc3c(c2o1)CN(Cc1ccccc1)CO3	.	15%	-1%	8%	209%[activator]	-24	-9%	-16%	-12%
CCCc1c(OCCCCc2nn[nH]n2)ccc(C(C)=O)c1O	3%&-2%&1%&4%&-1%&-1%	9%&0%	8%	-1%	-6%&-1%	-37	i	2%	-4%&1%&-7%&-2%&-6%
CN1CCN(C2=CC3=CC(=C(C#N)C#N)CCC3CC2)CC1 (stereo not drawn)	-1%	0%	-5%	-4%	-9%	-16	-5%	89µM*	-27%
O=C(O)CCSc1nnc(COc2ccc(Cl)cc2)n1-c1ccccc1	21%	1%	5%	15%	-7%	2	i	0%	0%
CCN(CCCNC(=O)c1cc2c(=O)n(CC)c3ccccc3c2s1)Cc1ccccc1	.	33%	-10%	9%	-3%	-21	1%	30%	39%[activator]
O=C(c1ccc(Cl)cc1)N1CCC(c2nc(-c3cccs3)no2)CC1	-9%	27%	-11%	-21%	-22%	-9	-2%	-7%[58.9 µM]	-3%
Nc1ccc(C(=O)N/N=C\c2cc(N=Nc3cccc4ccccc34)ccc2O)cc1	10%	?	-7%	-23%	-15%	-15	2%	8%	-13%
Cc1ccc(S(=O)(=O)N2CCN(C(=O)c3cc4c(s3)CCCC4)CC2)cc1	2%	.	-19%	-1%	.	4	5%	-8%	.
CCN(c1ccc(OC)cc1)S(=O)(=O)N1CCCC(C(=O)NCc2ccccc2Br)C1 (stereo not drawn)	1%	2%	?	-10%	73%[activator]	38	i	35%	-8%
O=C(CSc1nnc(-c2ccccc2Cl)o1)N1CCCCC1	-2%	7%	0%	4%	-2%	2	-2%	14%	1%
